Screening data deposited in PubChem BioAssay by Broad Institute.
GSIS activator – GLuc luminescence reporter in INS-1E cells, primary screen for activators of glucose-dependent secretion of insulin. INS-1E GLuc reporter insulin secretion, 2-3 h. activation, % at 16.6 µM. actives 0.61% (n = 370,000);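 active = lowest replicate activation of at least 40%, so every replicate reaches that level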;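 also: 0% = median of neutral control wells and 100% = median of IBMX positive control wells; some compounds called inactive have numbers as strong as hits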
RAD54 inh – RAD54 (human) branch migration inhibition; inhibition, % at 10.4 µM; RAD54 Holliday junction branch migration, FAM/BHQ fluorescence; actives 0.14% (n = 360,000); Q92698;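 active = mean normalized replicate activity at least 40 and at least half of replicates scoring 40 or more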;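 also: 0% = median of neutral control wells and 100% = median of positive control wells; inhibitors cause a drop in the FAM fluorescence signal; in these data hits start at about 50%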
RAD52 inh – RAD52 (human) annealing inhibition | P43351 | recombinant RAD52 DNA annealing, FRET fluorescence | inhibition, % at 18.7 µM | actives 0.46% (n = 360,000) | AID 651710;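 active = every replicate showing at least 50% inhibition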
ARNT TACC3 PPI – disruptors of human ARNT/TACC3 interaction; AlphaScreen His-ARNT PAS-B/GST-TACC3 binding, luminescence; TACC3 fragment carries E629A point mutation; AID 623870; inhibition, % at 9.99 µM; Q9Y6A5; actives 0.66% (n = 390,000);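 active = mean inhibition of replicates at least 50% and at least half of replicates each reaching 50%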;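 also: 0% = complete ARNT plus TACC3 wells and 100% = ARNT alone without TACC3; many hits fall short of the cut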
ERAP1 HTS inh – ERAP1 (human) enzyme inhibition; Q9NZ08; recombinant ERAP1, Leu-AMC fluorescence, 60 min; inhibition, % at 10.7 µM; actives 0.15% (n = 340,000); AID 652197;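 active = mean replicate inhibition of at least 30%, or all replicates individually reaching that 30% level; inactive = mean below 30% and not every replicate reaching it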;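 also: 0% = neutral control wells and 100% = L-leucinethiol positive control wells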
Target sequence (Q9NZ08 whole entry, looked up): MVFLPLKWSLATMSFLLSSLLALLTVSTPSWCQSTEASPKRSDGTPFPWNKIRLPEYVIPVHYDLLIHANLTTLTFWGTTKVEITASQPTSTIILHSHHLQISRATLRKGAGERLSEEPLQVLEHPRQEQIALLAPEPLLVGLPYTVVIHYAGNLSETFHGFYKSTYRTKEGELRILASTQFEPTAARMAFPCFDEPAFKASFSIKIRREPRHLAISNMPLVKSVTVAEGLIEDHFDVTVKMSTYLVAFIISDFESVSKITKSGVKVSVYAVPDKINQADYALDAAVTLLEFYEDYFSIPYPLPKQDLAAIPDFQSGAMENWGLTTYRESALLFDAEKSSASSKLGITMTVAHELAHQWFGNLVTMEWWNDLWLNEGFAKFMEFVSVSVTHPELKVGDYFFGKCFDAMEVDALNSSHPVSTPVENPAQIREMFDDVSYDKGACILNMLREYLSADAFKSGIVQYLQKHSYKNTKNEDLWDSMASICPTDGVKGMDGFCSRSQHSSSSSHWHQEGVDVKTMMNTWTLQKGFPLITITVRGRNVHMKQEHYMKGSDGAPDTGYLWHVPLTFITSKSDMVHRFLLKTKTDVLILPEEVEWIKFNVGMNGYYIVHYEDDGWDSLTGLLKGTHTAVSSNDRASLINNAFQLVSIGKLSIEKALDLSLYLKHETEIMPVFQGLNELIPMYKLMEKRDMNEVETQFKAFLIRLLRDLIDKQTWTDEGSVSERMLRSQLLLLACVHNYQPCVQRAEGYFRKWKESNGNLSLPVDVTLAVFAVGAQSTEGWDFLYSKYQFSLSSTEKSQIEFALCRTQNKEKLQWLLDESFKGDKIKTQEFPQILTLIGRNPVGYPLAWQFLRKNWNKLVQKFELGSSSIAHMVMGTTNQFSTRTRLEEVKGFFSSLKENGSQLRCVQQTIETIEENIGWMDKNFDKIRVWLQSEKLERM
Xi reactivation – reactivates the inactive X chromosome in mouse fibroblasts | XiGFP mouse fibroblasts, % GFP-positive cells imaging, 3 d; cells co-treated with 5-aza-dC sensitizer; scaled so ellipticine positive control = 100% | activation, % at 7.58 µM | actives 0.055% (n = 360,000);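 active = mean normalized replicate activation at least 10% and every replicate at or above 10%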;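 also: 0% = median of on-plate neutral control wells and 100% = ellipticine 6 µM median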
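material = 68-5-11 XiGFP fibroblast line | medium = DMEM plus 5-aza-dC sensitizer | schedule = 3 days compound exposure | benchmarks = positive control ellipticine, 6 µM final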
esBAF inh – blocks esBAF chromatin remodeling in mouse ES cells | Bmi1-luciferase knock-in reporter, 24 h; 100% = twice the neutral-well signal | actives 2% (n = 350,000) | reporter increase, % at 12.5 µM; in the data active = activation above about 40%;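 also: 0% = median of the plate's neutral control wells and 100% = double that signal; a rise in the Bmi1 reporter signal indicates esBAF inhibition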
F508del corr – correctors of CFTR F508del function in bronchial epithelial cells; activity (quench increase), % at 7.58 µM; AID 720511; CFBE cells, YFP halide quenching; stimulated with forskolin plus potentiator P3; % fluorescence drop versus neutral controls; actives 0.36% (n = 350,000);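 active = mean added fluorescence quench of at least 8% versus neutral control, with both replicates also reaching 8%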;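 also: cells transiently co-express mutant CFTR-F508del with the halide-sensitive YFP; corrector assay measuring rescue of mutant channel to the surface after 24 h compound exposure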
* marks the source's active call; other numbers are inactive results.

CC(=O)c1cc(CN2CCN(Cc3ccc(C)cc3)C(CCO)C2)cs1 (stereo not given) was read as GSIS activator -7, RAD52 inh -13, ERAP1 HTS inh 0, Xi reactivation 0.1 and F508del corr -4.4.
For COC(=O)c1cccc(NC(=O)CSc2nnc(C)n2C)c1 the results were GSIS activator -4, RAD54 inh -6, RAD52 inh -4, ARNT TACC3 PPI 2, ERAP1 HTS inh -12, Xi reactivation 0.6, esBAF inh 12 and F508del corr 2.7.
O=C(c1ccccc1)c1ccccc1NC(=O)C1CCCN1Cc1ccccc1 (stereo not given) was read as GSIS activator -30, RAD52 inh -12, ARNT TACC3 PPI 3, Xi reactivation 0.3 and F508del corr -2.3.
For CCOc1ccc(CN(C)C(=O)c2ccc(NS(=O)(=O)c3ccc4[nH]c(=O)[nH]c4c3)cc2)cc1 the results were GSIS activator -10, RAD54 inh -1, RAD52 inh 9, ARNT TACC3 PPI 4, ERAP1 HTS inh -3, Xi reactivation -0.8, esBAF inh -4 and F508del corr 0.9.
For Cc1ccccc1OCC(=O)Nc1nnc(-c2ccco2)s1 the results were GSIS activator -5, RAD52 inh -23, ARNT TACC3 PPI -2, ERAP1 HTS inh 7, Xi reactivation 0.0 and F508del corr 0.0.
For O=C(O)c1ccc2oc(=O)c(S(=O)(=O)c3ccc(F)cc3)cc2c1 the results were GSIS activator -1, RAD54 inh -2, RAD52 inh -9, ARNT TACC3 PPI -3, ERAP1 HTS inh -2, Xi reactivation 0.1, esBAF inh -2 and F508del corr -0.8.
O=C1CC2(CCCCC2)CC(=O)N1CCc1ccccc1 was read as GSIS activator -30, RAD54 inh 3, RAD52 inh -10, ARNT TACC3 PPI -8, ERAP1 HTS inh 1, Xi reactivation 0.0, esBAF inh 28 and F508del corr 0.3.
For Cc1cc(C(=O)Nc2cccc3c2O[C@H](CN(C)Cc2ccccc2)[C@H](C)CN([C@@H](C)CO)C3=O)n(C)n1 the results were GSIS activator -1, RAD54 inh -3, RAD52 inh -3, ARNT TACC3 PPI 25, ERAP1 HTS inh 2, Xi reactivation 0.4, esBAF inh -3 and F508del corr -0.1.
For NC(=O)COc1ccc(/C=N/NS(=O)(=O)c2ccccc2)cc1 the results were GSIS activator 4, RAD52 inh -9, ARNT TACC3 PPI -11, ERAP1 HTS inh -4, Xi reactivation 0.0 and F508del corr -0.5.
`O=C(CCCN1C(=O)c2ccccc2C1=O)Nc1ccccc1` gave GSIS activator 2, RAD52 inh -1, ARNT TACC3 PPI -1, ERAP1 HTS inh -2, Xi reactivation 0.0, esBAF inh -2 and F508del corr -0.9.
Screening COCc1ccc(CN2CCC(n3nccc3NC(=O)CCOc3ccccc3)CC2)o1 returned GSIS activator 2, RAD54 inh 8, RAD52 inh -13, ARNT TACC3 PPI -7, ERAP1 HTS inh -1, Xi reactivation 0.1, esBAF inh -2 and F508del corr 0.1.
Screening Cn1cnc(S(=O)(=O)N[C@@H]2CC[C@H](CC(=O)Nc3ccccc3)O[C@H]2CO)c1 returned GSIS activator 1, RAD54 inh -9, RAD52 inh -6, ARNT TACC3 PPI 1, ERAP1 HTS inh 0, Xi reactivation 0.4, esBAF inh 5 and F508del corr 0.3.
CN(C)/C=N/c1ncc(-c2ncc(C(F)(F)F)cc2Cl)cn1 was read as GSIS activator -10, RAD54 inh 5, RAD52 inh 11, ARNT TACC3 PPI -10, ERAP1 HTS inh 5, Xi reactivation 0.0, esBAF inh 2 and F508del corr 2.9.
`O=C(C1CCCN(S(=O)(=O)c2cc(Cl)ccc2Cl)C1)N1CCCC1` (stereo not given) gave GSIS activator -3, RAD54 inh -13, RAD52 inh -2, ARNT TACC3 PPI 2, ERAP1 HTS inh -5, Xi reactivation 0.0, esBAF inh 7 and F508del corr -0.6.
Cc1ccccc1S(=O)(=O)NCC[C@@H]1CC[C@H](NC(=O)C2CCCC2)[C@H](CO)O1 was read as GSIS activator 13, RAD54 inh 4, RAD52 inh 5, ARNT TACC3 PPI -2, ERAP1 HTS inh 0, Xi reactivation 0.2, esBAF inh 1 and F508del corr 0.7.
Screening Cc1cccc(NC(=O)c2sc(-c3ccccc3)nc2-c2ccc([N+](=O)[O-])cc2)c1 returned GSIS activator 1, RAD52 inh -2, ARNT TACC3 PPI 4, ERAP1 HTS inh 7, Xi reactivation 0.3 and F508del corr -7.3.
`O=C(C[C@@H]1C=C[C@@H](NC(=O)Cc2cccnc2)[C@@H](CO)O1)Nc1ccccc1` gave GSIS activator 13, RAD54 inh 11, RAD52 inh -8, ARNT TACC3 PPI 3, ERAP1 HTS inh 5, Xi reactivation 0.4, esBAF inh -2 and F508del corr 1.4.
`CCC(C(=O)NCc1cccnc1)n1nc(C)c2sc3ccccc3c2c1=O` (stereo not given) gave GSIS activator 10, RAD54 inh -13, RAD52 inh -4, ARNT TACC3 PPI 2, ERAP1 HTS inh 1, Xi reactivation 0.2, esBAF inh 3 and F508del corr 1.8.
For COc1ccc(-c2ccc(CCC(=O)O)n2-c2ccccc2OC)cc1 the results were GSIS activator -27, RAD54 inh -3, RAD52 inh -68, ARNT TACC3 PPI -3, ERAP1 HTS inh 2, Xi reactivation 0.1, esBAF inh -11 and F508del corr 3.7.
`CC(C)(C)SCCNC(=O)CN1C(=O)c2cccc3cccc1c23` gave GSIS activator 1, RAD54 inh 0, RAD52 inh 0, ARNT TACC3 PPI -9, ERAP1 HTS inh 4, Xi reactivation -0.1, esBAF inh -2 and F508del corr -3.3.
Screening O=C(C1CCCCC1)N1CC2(C1)[C@H](c1ccccc1)[C@@H](CO)N2CCC(F)(F)F returned GSIS activator 8, RAD52 inh -7, ERAP1 HTS inh -5, Xi reactivation 0.1 and F508del corr 0.7.
`O=C(O)c1ccccc1-c1csc(-c2ccccc2)n1` gave GSIS activator -5, RAD52 inh -11, ARNT TACC3 PPI 1, ERAP1 HTS inh 6, Xi reactivation 0.2, esBAF inh 35 and F508del corr 4.3.
`CN1c2ccc(-c3cccc(C#N)c3)cc2[C@@H]2[C@@H](CCN2S(=O)(=O)c2ccccc2)[C@@H]1CO` gave GSIS activator -1, RAD54 inh 2, RAD52 inh -12, ARNT TACC3 PPI -10, ERAP1 HTS inh 2, Xi reactivation 0.9, esBAF inh 9 and F508del corr -3.0.
`Cc1ccc(S(=O)(=O)Nc2ccc(N=Nc3ccc(O)cc3)cc2)cc1` gave GSIS activator -6, RAD52 inh -7, ARNT TACC3 PPI 7, ERAP1 HTS inh 1, Xi reactivation 0.1 and F508del corr -3.7.
O=C(C1=COCCO1)N(Cc1nnc(-c2ccccc2Cl)o1)C1CC1 was read as GSIS activator 13, RAD54 inh -4, RAD52 inh -18, ARNT TACC3 PPI 0, ERAP1 HTS inh 0, Xi reactivation -1.1, esBAF inh 1 and F508del corr -1.7.
CC12CC(O)C3c4ccc(O)cc4CCC3C1CC/C2=N\O (stereo not given) was read as GSIS activator 11, RAD54 inh 10, RAD52 inh 12, ARNT TACC3 PPI -6, ERAP1 HTS inh -1, Xi reactivation 0.1, esBAF inh 3 and F508del corr -0.1.
Cc1cccc(S(=O)(=O)N2C[C@@H]3[C@H](c4ccccc42)[C@@H](CO)N3C(=O)c2ccccc2)c1 was read as GSIS activator -6, RAD54 inh -6, RAD52 inh -57, ARNT TACC3 PPI -18, ERAP1 HTS inh 3, Xi reactivation -0.1, esBAF inh -3 and F508del corr -2.5.
Screening CC(=O)N1CCN(Cc2nc3cc(NC(=O)Nc4ccccc4)ccc3n2C)CC1 returned GSIS activator 14, RAD54 inh -8, RAD52 inh -21, ARNT TACC3 PPI 2, ERAP1 HTS inh 1, Xi reactivation 0.0, esBAF inh -2 and F508del corr -6.5.
Screening O=C(NCC1CCCCC1)NCC1CCCCC1 returned GSIS activator 8, RAD54 inh -4, RAD52 inh 5, ARNT TACC3 PPI -20, ERAP1 HTS inh -1, esBAF inh 45* and F508del corr 3.1.
C[C@H]1CN([C@@H](C)CO)C(=O)c2cccc(NC(=O)c3nc4ccccc4s3)c2O[C@@H]1CN(C)Cc1ccncc1 was read as GSIS activator -19, RAD54 inh 8, RAD52 inh -5, ARNT TACC3 PPI 2, ERAP1 HTS inh -10, Xi reactivation -0.6, esBAF inh -6 and F508del corr 0.8.

Reprinted from the part before: three compounds; new compounds follow.
Screening CC(=O)N1CCN(Cc2nc3cc(NC(=O)Nc4ccccc4)ccc3n2C)CC1 returned GSIS activator 14, RAD54 inh -8, RAD52 inh -21, ARNT TACC3 PPI 2, ERAP1 HTS inh 1, Xi reactivation 0.0, esBAF inh -2 and F508del corr -6.5.
Screening O=C(NCC1CCCCC1)NCC1CCCCC1 returned GSIS activator 8, RAD54 inh -4, RAD52 inh 5, ARNT TACC3 PPI -20, ERAP1 HTS inh -1, esBAF inh 45* and F508del corr 3.1.
C[C@H]1CN([C@@H](C)CO)C(=O)c2cccc(NC(=O)c3nc4ccccc4s3)c2O[C@@H]1CN(C)Cc1ccncc1 was read as GSIS activator -19, RAD54 inh 8, RAD52 inh -5, ARNT TACC3 PPI 2, ERAP1 HTS inh -10, Xi reactivation -0.6, esBAF inh -6 and F508del corr 0.8.
For C[C@H](CO)N1C[C@H](C)[C@H](CN(C)C(=O)c2ccccc2)OCCCC[C@H](C)Oc2ccc(NS(=O)(=O)c3ccc(Cl)cc3)cc2C1=O the results were GSIS activator -16, RAD54 inh 6, RAD52 inh 24, ARNT TACC3 PPI -1, ERAP1 HTS inh -1, Xi reactivation 0.0, esBAF inh 11 and F508del corr 2.7.
`CO[C@@H]1CN(C)C(=O)c2ccc(NC(=O)C3CCCC3)cc2OC[C@H](C)N(C(C)=O)C[C@@H]1C` gave GSIS activator 9, RAD54 inh 8, RAD52 inh -3, ARNT TACC3 PPI -5, ERAP1 HTS inh -1, Xi reactivation 0.2, esBAF inh 3 and F508del corr 3.8.
Screening C[C@H]1CN([C@@H](C)CO)C(=O)Cc2cc(NC(=O)Nc3ccc(C(F)(F)F)cc3)ccc2O[C@@H]1CN(C)Cc1ccc(C(=O)Nc2ccccc2N)cc1 returned GSIS activator 1, RAD54 inh 4, RAD52 inh 8, ARNT TACC3 PPI -26, ERAP1 HTS inh -3, Xi reactivation 0.3, esBAF inh 4 and F508del corr -0.3.
Screening Nc1nn(-c2ccccc2)c(N)c1N=Nc1cccc(F)c1 returned GSIS activator 7, RAD54 inh 5, RAD52 inh -8, Xi reactivation 0.2 and F508del corr 11*.
For COc1ccc(C(=O)N2CCCCC2c2cc(C(=O)NCc3cccnc3)no2)cc1 (stereo not given) the results were GSIS activator -1, RAD54 inh 11, RAD52 inh -4, ERAP1 HTS inh 1, Xi reactivation 0.2, esBAF inh 3 and F508del corr -3.4.
For Cc1cc(-n2c(C)cc(C(=O)COc3ccc([N+](=O)[O-])cc3)c2C)no1 the results were GSIS activator 10, RAD52 inh -3, ARNT TACC3 PPI -3, ERAP1 HTS inh -2, Xi reactivation 0.0 and F508del corr -1.9.
Screening Cc1cc(C)c(S(=O)(=O)c2ccccc2)c(Cl)n1 returned GSIS activator -2, RAD54 inh -1, ARNT TACC3 PPI -5 and esBAF inh 6.
`COc1ccccc1C(=O)NCC(=O)OCC(=O)Nc1ccc2[nH]c(=O)[nH]c2c1` gave GSIS activator -5, RAD52 inh -5, ARNT TACC3 PPI -1, ERAP1 HTS inh 2, Xi reactivation 0.0 and F508del corr -5.9.
For Cc1ccccc1NC(=S)N1CCN(Cc2ccc3c(c2)OCO3)CC1 the results were GSIS activator -3, RAD54 inh -5, ARNT TACC3 PPI 3, Xi reactivation 0.0 and esBAF inh 7.
Screening C[C@@H]1CN([C@H](C)CO)C(=O)c2cccc(NC(=O)c3nc4ccccc4s3)c2O[C@H]1CN(C)C(=O)Nc1ccccc1 returned GSIS activator 2, RAD54 inh 0, RAD52 inh 4, ARNT TACC3 PPI 7, ERAP1 HTS inh -5, Xi reactivation -0.3, esBAF inh -2 and F508del corr -2.6.
